# Screens deposited in PubChem by National Center for Advancing Translational Sciences (NCATS).
# POLI inh: inhibitors of human DNA polymerase iota | Q9UNA4 | Pol iota fluorescent replication assay, 10 min | Potency, µM (top dose mostly 115 µM), without a hit: at the top dose activity, negative = inhibition, most hits filed as inhibitors | 1% of 390,000 active | AID 588590; note: potency is the fitted concentration of half-maximal effect
#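 Pol iota at 10 nM preincubated 15 min with compounds at room temperature; reaction started with fluorescent substrate, 50 nM final. Fluorescence read kinetically at 0 and 10 min; buffer-only wells as negative control.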
# Pol kappa inh: DNA polymerase kappa (human) inhibition; purified Pol kappa, fluorescent DNA synthesis assay, 10 min; Potency, µM (series often up to 107 µM), inactives show at the highest dose activity, negative = inhibition, actives largely listed as inhibitors; 0.53% of 400,000 active; note: potency is the fitted concentration of half-maximal effect; % is set by controls: 0 for no effect and ±100 for the full control effect
# Target sequence (Q9UBT6 whole entry, looked up): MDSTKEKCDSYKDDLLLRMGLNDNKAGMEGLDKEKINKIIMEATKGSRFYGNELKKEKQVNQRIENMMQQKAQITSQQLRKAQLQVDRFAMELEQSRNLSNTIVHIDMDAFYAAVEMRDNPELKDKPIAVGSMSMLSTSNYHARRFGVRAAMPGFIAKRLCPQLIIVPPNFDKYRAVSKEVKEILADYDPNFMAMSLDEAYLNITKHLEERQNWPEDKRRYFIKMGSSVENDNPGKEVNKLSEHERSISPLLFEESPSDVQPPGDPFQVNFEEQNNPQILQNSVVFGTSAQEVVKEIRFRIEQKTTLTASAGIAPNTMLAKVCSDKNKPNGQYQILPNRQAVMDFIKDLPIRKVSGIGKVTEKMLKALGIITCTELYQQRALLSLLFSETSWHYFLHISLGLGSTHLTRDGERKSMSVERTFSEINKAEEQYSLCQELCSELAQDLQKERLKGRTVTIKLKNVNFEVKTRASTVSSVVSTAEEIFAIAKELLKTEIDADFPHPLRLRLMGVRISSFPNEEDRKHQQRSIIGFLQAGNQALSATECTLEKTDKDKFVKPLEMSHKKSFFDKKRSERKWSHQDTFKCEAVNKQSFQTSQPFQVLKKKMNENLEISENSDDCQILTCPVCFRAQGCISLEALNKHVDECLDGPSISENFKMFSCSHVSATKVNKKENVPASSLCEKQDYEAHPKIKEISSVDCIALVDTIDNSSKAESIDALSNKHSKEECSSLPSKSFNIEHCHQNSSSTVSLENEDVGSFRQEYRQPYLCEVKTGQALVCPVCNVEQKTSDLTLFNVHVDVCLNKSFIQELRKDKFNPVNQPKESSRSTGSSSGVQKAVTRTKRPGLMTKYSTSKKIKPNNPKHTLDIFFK
#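 Fluorescent qHTS in 1536-well format: enzyme (10 nM) and compound sat 15 min at room temperature before 50 nM substrate (final) was added. Signal taken at 0 and 10 min; no-enzyme buffer wells were negative controls.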
# APE1 inh: inhibitors of human APE1 endonuclease. recombinant APE1, TAMRA/BHQ-2 abasic DNA cleavage fluorescence. Potency, µM (doses to about 65.8 µM), inactives show top-dose activity change, negative = inhibition, actives largely listed as inhibitors. 0.35% of 350,000 active;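 note: potency is the fitted concentration of half-maximal effect; plate controls were vehicle for no effect and reference inhibitor for full effect; nearly all actives have a fitted effect of over 55% in size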
#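 APE1 at 0.75 nM final was preincubated with compound 15 min at room temperature, then 50 nM double-stranded THF abasic-site substrate (5'-TAMRA/3'-BHQ-2) was added. Fluorescence (ex 525/em 598 nm) was read kinetically; third-minus-first read gave activity.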
# RXFP1 antag: antagonists of human relaxin receptor RXFP1; AID 1259400; Q9HBX9; HEK293-RXFP1, relaxin-stimulated cAMP HTRF, 30 min; active compounds read low; 0.59% of 350,000 active; activity change, negative = inhibition, % at 57.5 µM;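 active = activity change of -60% or lower, but not beyond a set lower limit; inconclusive = change between -60% and -40%, or beyond the set limit; inactive = change above -40%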; note: % is set by controls: 0 for no effect and ±100 for the full control effect
# Anesthetic bind: binds horse apoferritin like a general anesthetic; P02791; apoferritin/1-aminoanthracene competitive binding, fluorescence; Potency, µM (highest dose often 77.5 µM), without a hit: at the top dose activity change, negative = displacement, most hits filed as inhibitors; 0.074% of 350,000 active; note: potency is the fitted concentration of half-maximal effect; % is set by controls: 0 for no effect and ±100 for the full control effect; nearly all actives have a fitted effect of over 20% in size
# Target sequence (P02791 2-175 limits assumed): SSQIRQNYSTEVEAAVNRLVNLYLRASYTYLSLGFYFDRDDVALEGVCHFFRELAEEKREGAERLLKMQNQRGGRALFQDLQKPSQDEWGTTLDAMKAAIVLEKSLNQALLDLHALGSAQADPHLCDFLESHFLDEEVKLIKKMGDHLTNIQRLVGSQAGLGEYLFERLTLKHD
#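 Horse-spleen apoferritin (10 uM) was mixed with 50% saturated 1-aminoanthracene in PBS, exposed to compounds for 10 min at room temperature, and read for fluorescence (ex 380 nm, em 535 nm). Competitive displacement was fitted with a four-parameter Hill equation.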
# Pol beta inh: inhibitors of human DNA polymerase beta | Pol beta primer extension/strand displacement, fluorescence kinetic | Potency, µM (top dose mostly 114 µM), for inactives: at the top dose activity change, negative = inhibition, usual class: inhibitors | 1.3% of 340,000 active; note: potency is the fitted concentration of half-maximal effect; % is set by controls: 0 for no effect and ±100 for the full control effect
#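 Pol beta (10 nM) and compounds were preincubated 15 min at room temperature, then 50 nM substrate (final) started primer extension/strand displacement. Reads were taken at 0 and 10 min; concentration-response data were fitted to a four-parameter Hill equation.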
# Pol eta inh: blocks human DNA polymerase eta activity; Q9Y253; recombinant Pol eta, fluorescent DNA replication assay; Potency, µM (top dose mostly 114 µM), for inactives: at the top dose activity change, negative = inhibition, actives largely listed as inhibitors; 1.2% of 390,000 active; AID 588591; note: potency is the fitted concentration of half-maximal effect; % is set by controls: 0 for no effect and ±100 for the full control effect
#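 Pol eta (10 nM) was preincubated with compounds for 15 min at room temperature, after which fluorescent replication substrate (50 nM final) was added to start the reaction. Fluorescence was read kinetically at 0 and 10 min.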
# BLM inh: Bloom syndrome helicase (human) inhibition. P54132. recombinant BLM DNA unwinding, fluorescence dequenching. Potency, µM (titrated, usually from 56.1 µM), inactives show at the highest dose activity change, negative = inhibition, hits mostly inhibitors. 0.2% of 350,000 active. AID 2528;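 note: potency is the fitted concentration of half-maximal effect; plate controls were vehicle for no effect and no enzyme for full effect; nearly all actives have a fitted effect of over 35% in size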
# PGK inhibitor: blocks T. brucei phosphoglycerate kinase | P07378 | PGK/GAPDH coupled, Kinase-Glo luminescence, 60 min | Potency, µM (doses to about 57.5 µM), without a hit: at the highest dose activity change, negative = inhibition, hits mostly inhibitors | 0.043% of 380,000 active; note: potency is the fitted concentration of half-maximal effect; % is set by controls: 0 for no effect and ±100 for the full control effect; nearly all actives have a fitted effect of over 60% in size
#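 Recombinant glycosomal PGK reaction used 1,3-bisphosphoglycerate generated in-well by GAPDH (100nM final) in 100mM TEA pH 7.6, 5mM MgCl2, 0.01% Tween-20. After 60 minutes at room temperature, ATP was read by Kinase-Glo Plus luminescence end-point.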
# * hit, by the source's call; i = inactive; ? = inconclusive; . = not tested or not shown; & = joins results of further samples; [ ] = remark or other dose. Unless noted, calls come from the whole dose curve; as a rule, active = well fitted curve in the direction sought with a large enough effect; inconclusive = small, poorly fitted or top-dose-only effect, or another doubt; inactive = no such curve, though single readings can be large; an effect the other way counts as inactive or inconclusive. This is a subset. The share of hits here may be higher or lower than overall.
Pol beta inh	Pol kappa inh	PGK inhibitor	Anesthetic bind	Pol eta inh	APE1 inh	BLM inh	POLI inh	RXFP1 antag	mol
.	-15%	-7%	.	-14%	33%	.	?	-5	CN(c1ccccc1)S(=O)(=O)c1ccc2c(c1)OCCO2
-19%	-17%	1%	-12%	0%	?	-13%	72%[activator]	-2	Cc1nn2cc(-c3ccc(Cl)cc3)cnc2c1Br
26%	-9%	4%	-2%	-8%	0%	-4%	-20%	-1	CCN1CCN(C(=S)NC(=O)/C=C/c2cccs2)CC1
20%	-15%	-4%	-4%	-19%	-2%	1%	18%	18	CCc1c(C)c(C#N)c2nc3ccccc3n2c1Nc1c(C)n(C)n(-c2ccccc2)c1=O
.	-5%	9%	.	-12%	-9%	.	43%[activator]	25	COc1cc(C(=O)NCC(c2cccs2)N2CCc3ccccc32)cc(OC)c1OC (stereo not given)
43%	9%	-7%	-8%	-5%	.	-1%	4%	4	COc1ccc(-n2nc(C(=O)NCCc3ccc(OC)c(OC)c3)c3c4ccccc4n(C)c3c2=O)cc1Cl
3%	5%	-9%	-8%	-9%	1%	0%	-3%	-24	CSc1nc(-c2ccc(C)cc2)nc(C(Cl)Cl)n1
.	4%	i	.	-16%	43%	.	37%[activator]	-13	Cc1c(C)n2c(SCC(=O)N3CCCCCC3)nnc2[nH]c1=O
29%	-13%	i	-9%	-5%	15%	-5%	-1%	-18	CC(C)C(=O)Nc1sc2c(c1-c1nc3ccccc3[nH]1)CCCC2
21%	-10%	0%	-6%	6%	8%	-11%	-18%	1	CCCc1cc(=O)oc2c(C)c(OCC(=O)NCc3ccccn3)ccc12
11%	-5%	0%	-7%	-9%	3%	-5%	110%[activator]	-1	Cc1ccc(NC(=O)CSc2ccc(C(N)=O)cc2[N+](=O)[O-])cc1C
.	6%&-2%[19.4 µM]	.	5%	.	24%&-3%	2%	.	.	C[C@H](NC[C@H](O)CP(=O)(O)Cc1ccccc1)c1ccc(Cl)c(Cl)c1
13%	-12%	2%	6%	-12%	.	-14%	8%	.	Nc1nc(N)c(S(=O)(=O)c2ccccc2)c(Nc2ccc(Br)cc2)n1
.	0%	-3%	.	-15%	1%	.	37%	-3	CC1(C)NC(=O)N(CC(=O)N2CCN(c3cccc(Cl)c3)CC2)C1=O
.	-19%	-6%	.	-15%	.	.	15%	3	CC(=O)OCC1OC(COC(C)=O)(c2ccc(C)cc2)C(OC(C)=O)C1OC(C)=O (stereo not given)
.	-6%[60.1 µM]	.	-13%	.	15%	-10%	.	.	COc1ccc2[nH]cc(CCNc3ncncc3-c3ccc(N(C)C)cc3)c2c1
9%	-8%	-9%	-6%	-2%	9%	0%	-25%	3	CCNC(=S)NNC(=O)c1ccccc1OC(F)F
13%	4%	-9%	-10%	2%	0%	0%	0%	-6	C=CCNc1ncnc2sc(SC)nc12
.	-5%	-2%	.	-10%	10%	.	19%	-10	Cc1cnc(C(=O)N(CC(C)C)c2c(N)n(CC(C)C)c(=O)[nH]c2=O)cn1
.	2%	-1%	.	-17%	48%	.	-1%	-6	O=C(OCC(=O)N1CCN(c2ccccc2)CC1)c1cccc([N+](=O)[O-])c1
-15%	-12%	8%	?	-28%	42%	-14%	15%	8	CCCOc1ccc(N/C=C/C(=O)c2cc(OC)c(OC)c(OC)c2)cc1
14%	-1%	-3%	-3%	3%	3%	-8%	-10%	13	O=c1[nH][nH]c(C(F)(F)F)c1/C=N/N1CCOCC1
26%	-2%	-6%	-12%	-4%	-1%	0%	-22%[58.9 µM]	20	Cc1ccc(-c2cc(C(=O)Nc3nn[nH]n3)c3ccccc3n2)cc1
?	0%	7%	-6%	-25%	5%	0%	13%	0	CCOCCCNCC(=O)NCC1CCCCC1
2%	.	.	-7%	.	21%	-3%	.	.	Cc1cc(C)nc(N2CCN(c3ncnc4c3oc3ccccc34)CC2)n1
31%	-9%	3%	-11%	-4%	12%	-5%	103%[activator]	-8	C=CCSc1nc(C)cc(C(=O)OCC)c1C#N
-1%	2%	-1%	-5%	-20%	17%	4%	-8%	-1	CCNc1sc(S(C)(=O)=O)nc1S(=O)(=O)c1ccc(Cl)cc1
9%	2%	i	-19%	-17%	1%	2%	30%[activator]	5	COc1cc(/C=N/Nc2nc(Nc3ccccc3)nc(N3CCCCC3)n2)ccc1OCC(=O)O
.	1%	i	.	-17%	-5%	.	20%	.	CC(C)c1cccc(C(C)C)c1OC(=O)[C@H]1OC(c2ccc(Br)cc2)=C[C@@H]1c1ccc(Br)cc1
8%	0%	-3%	-8%	-17%	-4%	0%	130%[activator]	19	COc1ccc(N(CC(=O)NC2CCCC2)S(=O)(=O)c2ccc(NC(C)=O)cc2)cc1
-4%	3%	-1%	41%[activator]	-8%	.	-2%	1%	1	CCCn1c2ccccc2c2cnn(CC(=O)Nc3cccc(C(=O)OCC)c3)c(=O)c21
45µM*	-7%	i	13%	-1%	-5%	-14%	97%[activator]	13	Cn1c2ccccc2n2c(=O)cc(-c3ccccc3)c(C#N)c12
5%	-22%	-1%	-12%	-1%	25%	-4%	10%	3	COc1ccc(OC)c(NC(=O)CCOc2cccc(C)c2)c1
9%	-11%	7%	3%	-24%	?	-6%	?	.	CCCC1CC(C)(c2csc(Nc3ccc(OCC)cc3)n2)OC1=O (stereo not given)
29%	4%	i	-12%	-5%	14%	-2%	-5%	-7	CCOc1ccccc1C(=O)N1CCN=C1SCc1cccnc1
-1%	-16%	-2%	4%	-17%	-1%	3%	-13%	1	CC(C)Cc1csc(NC(=O)C(C)C)c1C(=O)O
.	4%	-1%	.	-14%	-8%	.	27%	.	COC(=O)[C@]1(CC(C)C)N[C@H](c2ccc(-c3ccc(Cl)c(Cl)c3)cc2)[C@@H]2C(=O)N(C)C(=O)[C@@H]21
-12%	-11%	-5%	-9%	2%	-4%	-9%	9%	0	CC(C)(C)Nc1nc(Cl)nc(NCc2ccccc2)n1
-3%	-4%	-7%	-7%	-15%	-5%	-2%	128%[activator]	-14	Cc1ccc2nc(C)cc(C(=O)OCC(=O)Nc3c(C)n(C)n(-c4ccccc4)c3=O)c2c1
17%	-6%	-9%	-10%	-6%	4%	1%	29%	0	O=C(CN(Cc1ccc(F)cc1)C(=O)CCC(=O)Nc1ccccn1)NCCc1ccccc1

# Quoted from the listing.
# Reading of CCCOc1ccc(N/C=C/C(=O)c2cc(OC)c(OC)c(OC)c2)cc1 in Pol kappa inh: -12%
# Reading of Cc1cc(C)nc(N2CCN(c3ncnc4c3oc3ccccc34)CC2)n1 in APE1 inh: 21%

# Following part
Pol beta inh	Pol kappa inh	PGK inhibitor	Anesthetic bind	Pol eta inh	APE1 inh	BLM inh	POLI inh	RXFP1 antag	mol
-5%	-4%	4%	1%	-28%	-9%	-4%	13%	.	CSc1nc2ccc3nc(NC(=O)c4ccc(C)cc4)sc3c2s1
6%	-17%	1%	-8%	7%	12%	-4%	128%[activator]	0	CCN1CCN(C(C(=O)NC2CCCC2)c2cc3c(cc2[N+](=O)[O-])OCO3)CC1 (stereo not given)
5%	-6%	.	-4%	0%	0%	-1%	12%	-9	CN(C)c1ccc(NC(=O)c2ccc3c(c2)nnn3C)cc1
.	-6%&-1%	3%	.	-10%	.	.	-4%&37%	.	COc1ccc(CN2[C@@H](CC(C)=O)c3cc(C(F)(F)F)ccc3S2(=O)=O)cc1
62%	-4%	i	4%	-24%	-14%	0%	12%	10	CC(=O)c1c(C)[nH]c(C(=O)NCc2ccccc2F)c1C
2%	-1%	-1%	-2%	-2%	16%	1%	20%	.	COc1cc(NC(=O)COC(=O)c2cc(S(=O)(=O)N3CCCCC3)ccc2Cl)c(C)cc1[N+](=O)[O-]
1%	-14%	-2%	?	-2%	-2%	-2%	2%	-10	Cc1cc(C(=O)Cn2nnc3ccccc3c2=O)c(C)n1Cc1cccs1
1%	-5%	-1%	-14%	-16%	-3%	-1%	5%	-13	Cc1cccc(-n2ccnc2SCC(=O)Nc2nccs2)c1C
6%	-12%	3%	4%	?	-2%	-13%	?	.	CS(=O)(=O)c1sc(C#N)c2c1C(=O)CC(c1ccccc1)C2 (stereo not given)
3%	-17%	8%	-14%	6%	18%	2%	7%	3	c1ccc(CCOn2ccnc2)cc1
-9%	-5%	4%	-20%	-10%	11%	1%	-16%	.	O=S1(=O)CCOCCN1Cc1ccccc1
-26%	-9%	-1%	-9%	2%	-7%	-4%	-4%	-24	CC(C)[C@H](NC(N)=O)C(=O)Nc1ccc(Oc2ccccc2)cc1
1%	-15%	0%	-6%	-5%	26%	-3%	57%[activator]	-2	COCCCNC(=S)Nc1ccc2nc(N3CCOCC3)cc(C)c2c1
6%	-6%	15%[11.5 µM]	-15%	8%	-3%	1%	-8%	-1	CCc1cc(=O)oc2cc(OCC(=O)N3CCCc4ccccc43)ccc12
30%	-3%	i	-7%	0%	17%	-8%	21%	-7	Cc1ccc(S(=O)(=O)N(C)C)cc1NC(=O)CN1C(=O)NC2(CCCCCC2)C1=O
.	-11%	-4%	.	-12%	-6%	.	22%	-1	COc1ccccc1C(CNC(=O)C1CCN(C(=O)Nc2ccccc2)CC1)N1CCCC1 (stereo not given)
-21%	-6%	-3%	?	-7%	-5%	-9%	-12%	26	O=C(NCc1ccc2c(c1)OCO2)c1ccc(COc2cc(Cl)ccc2Cl)o1
-12%	-20%	-5%	-10%	-3%	10%	-1%	15%	21	O=C(NCC1COc2ccccc2O1)c1ccccc1 (stereo not given)
.	-15%	3%	.	-21%	3%	.	21%	-20	Cc1ccc(NC(=O)CSCC(=O)Nc2ccccc2C(=O)NC2CC2)cc1
.	-4%	-6%	.	-10%	.	.	8%	1	Cc1ccc(C)c(OCC(=O)N(Cc2ccccc2)c2c(N)n(Cc3ccccc3)c(=O)[nH]c2=O)c1
-9%	-16%	.	-4%	.	.	1%	30%	3	COC(=O)c1cc(-c2ccc(Cl)cc2)c2c(=O)[nH]c(=O)n(C)c2n1
